ALDH1A1 block: ALDH1A1 (human) enzyme inhibition | P00352 | Purified ALDH1A1, NADH fluorescence, propionaldehyde substrate | Potency, µM (highest dose often 75.3 µM), for the others: at the highest dose activity, negative = inhibition, hits mostly inhibitors | 220,000 compounds, 7.3% hits; active means well fitted inhibition curve with a large enough effect, not every such curve was filed as active; inconclusive means small, poorly fitted or top-dose-only effect, or another doubt; inactive means no such curve, though single readings can be large or run the other way;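 further: plate controls were no enzyme wells and a reference inhibitor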
Target sequence (P00352 whole entry, looked up): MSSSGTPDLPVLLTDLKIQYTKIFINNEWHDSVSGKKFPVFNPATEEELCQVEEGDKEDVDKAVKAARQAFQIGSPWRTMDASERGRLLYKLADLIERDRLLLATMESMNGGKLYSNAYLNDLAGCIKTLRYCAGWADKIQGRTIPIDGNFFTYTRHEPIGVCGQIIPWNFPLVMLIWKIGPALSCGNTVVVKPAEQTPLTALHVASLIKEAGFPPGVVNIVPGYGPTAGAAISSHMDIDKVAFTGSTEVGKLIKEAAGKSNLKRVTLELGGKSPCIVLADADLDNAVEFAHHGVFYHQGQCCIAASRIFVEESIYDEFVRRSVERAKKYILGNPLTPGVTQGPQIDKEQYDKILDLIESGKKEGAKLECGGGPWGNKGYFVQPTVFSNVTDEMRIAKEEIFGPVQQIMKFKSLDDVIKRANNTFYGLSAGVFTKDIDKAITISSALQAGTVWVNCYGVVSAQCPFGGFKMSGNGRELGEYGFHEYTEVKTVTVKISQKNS
HTT cytoprotect: protects HTT-Q103 PC12 cells, measured by ATP; Potency, µM (highest dose often 56.4 µM), without a hit: cytoprotection (ATP increase), hits mostly activators; PC12 HTT-Q103 induced, cytoprotection, ATP luminescence, 40 h; 230,000 compounds, 0.14% hits;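 further: % of control where 0% means no effect; nearly all actives have a fitted effect of over 45% in size; toxic huntingtin expression switched on by the ecdysone agonist tebufenozide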
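Readout: ATPlite luminescence (ATP level). Model: stable PC12, inducible Htt exon1 Q103-GFP. Inducer: tebufenozide, 100 nM final. Compounds: dose series. No G418 in medium.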
Tau fluor counter: counter-screen for tau fibril formation inhibitors. tau K18 P301L Alexa594 fluorescence, heparin fibrillization. Potency, µM (titrated, usually from 57.7 µM), without a hit: top-dose activity change, negative = decrease. 280,000 compounds, 0.93% hits; further: on the % scale 0 is the no-effect control and ±100 the full control effect; nearly all actives have a fitted effect of over 55% in size
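Human tau K18 P301L (15 uM unlabeled, 0.24 uM Alexa 594-labeled) in 100 mM sodium acetate pH 7 with 20 uM heparin, 6 hr at 37 C. ThT 30 uM added, 1 hr ambient; Alexa 594 FP and total fluorescence read at 555/632 nm.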
SMN2 splice enh: enhancers of SMN2 splice variant expression; 210,000 compounds, 2.8% hits; Potency, µM (highest dose often 46.1 µM), for inactives: at the highest dose activity change, positive = activation, usual class: activators; HEK293 SMN2-luciferase splicing reporter, luminescence, 30-36 h; further: % of control where 0% means no effect; nearly all actives have a fitted effect of over 55% in size
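HEK293 cells carry an SMN2 minigene-luciferase reporter in which exon 7 inclusion puts luciferase in frame. Cells were seeded at 2000 cells/well, attached for 10-12 hours, then exposed to compounds for 30-36 hours at 37C before ONE-Glo luminescence.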
Tau ThT inhib: tau fibrillization inhibition (ThT binding); P10636; recombinant tau K18 P301L (four-repeat tau fragment), heparin-induced fibrillization, ThT fluorescence; Potency, µM (series often up to 57.4 µM), without a hit: top-dose activity, negative = inhibition, most hits filed as inhibitors; 270,000 compounds, 2.1% hits; AID 1460; further: on the % scale 0 is the no-effect control and ±100 the full control effect; nearly all actives have a fitted effect of over 55% in size
Target sequence (P10636 561-689 P618L limits assumed): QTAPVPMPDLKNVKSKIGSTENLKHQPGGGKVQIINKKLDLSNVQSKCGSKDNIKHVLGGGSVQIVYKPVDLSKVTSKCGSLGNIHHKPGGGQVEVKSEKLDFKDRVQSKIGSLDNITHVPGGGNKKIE
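Heparin-induced (20 uM) aggregation of recombinant human K18 P301L tau, 15 uM unlabeled with 0.24 uM labeled, pH 7 acetate buffer, 6 hr at 37 C with compound. Fibrils quantified by 30 uM ThT fluorescence after 1 hr ambient incubation.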
HttQ103 aggreg: inhibitors of mutant huntingtin aggregate formation in PC12 cells. PC12 HttQ103-GFP aggregates, Acumen cytometry, 40 h. Potency, µM (top dose mostly 46.1 µM), inactives show at the top dose activity change, negative = inhibition, usual class: inhibitors. 220,000 compounds, 1.1% hits; further: on the % scale 0 is the no-effect control and ±100 the full control effect; nearly all actives have a fitted effect of over 60% in size
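PC12 cells with ecdysone-inducible HTT exon1 Q103-GFP, induced by 100 nM tebufenozide, given compounds in a concentration series. GFP aggregates (1–25 um, 6 SD above background) counted in lysates by laser-scanning cytometry, 488 nm excitation.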
Tau fibril FP: tau fibrillization inhibition (FP) | 280,000 compounds, 0.39% hits | P10636 | Potency, µM (series often up to 57.7 µM), for inactives: top-dose activity, negative = inhibition, actives largely listed as inhibitors | K18 P301L tau heparin fibrillization, Alexa594 FP, 6 h; further: on the % scale 0 is the no-effect control and ±100 the full control effect; nearly all actives have a fitted effect of over 55% in size
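Read-out: fluorescence polarization of Alexa 594-labeled tau (0.24 uM), 555 nm excitation, 632 nm emission. Mixtures held 15 uM unlabeled K18 P301L, compound and 20 uM heparin, pH 7 acetate buffer, incubated 6 hr at 37 C.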
KDM4E inh: blocks human JMJD2E demethylase activity; B2RXH2; Potency, µM (top dose mostly 57.1 µM), for the others: top-dose activity change, negative = inhibition, hits mostly inhibitors; AID 2147; JMJD2E catalytic domain, FDH-coupled NADH fluorescence (FDH is formaldehyde dehydrogenase); 230,000 compounds, 1.6% hits; active means well fitted inhibition curve with a large enough effect, not every such curve was filed as active; inconclusive means small, poorly fitted or top-dose-only effect, or another doubt; inactive means no such curve, though single readings can be large or run the other way;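 further: 0% = wells with enzyme and -100% = buffer wells without enzyme; nearly all actives have a fitted effect of over 50% in size; many of its hits are not listed in these tables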
Target sequence (B2RXH2 1-337 limits assumed): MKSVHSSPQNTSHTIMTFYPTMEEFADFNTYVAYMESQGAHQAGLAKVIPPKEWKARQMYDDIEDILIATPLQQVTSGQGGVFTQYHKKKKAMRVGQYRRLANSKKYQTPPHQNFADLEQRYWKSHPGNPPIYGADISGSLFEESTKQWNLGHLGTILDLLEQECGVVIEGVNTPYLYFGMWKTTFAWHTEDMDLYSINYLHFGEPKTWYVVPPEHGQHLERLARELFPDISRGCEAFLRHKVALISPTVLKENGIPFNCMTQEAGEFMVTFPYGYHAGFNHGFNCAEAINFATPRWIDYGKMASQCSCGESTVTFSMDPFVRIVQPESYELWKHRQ
* hit, by the source's call; ? = inconclusive; · = no result given; [ ] = dose if it differs, or a comment. Unless noted, the call rests on the fitted dose curve; in most records, active means well fitted curve in the direction sought with a large enough effect; inconclusive means small, poorly fitted or top-dose-only effect, or another doubt; inactive means no such curve, though single readings can be large; an effect the other way counts as inactive or inconclusive. Potency means the concentration at half of the fitted maximal effect.

SMILES	ALDH1A1 block	HTT cytoprotect	Tau fluor counter	SMN2 splice enh	Tau ThT inhib	HttQ103 aggreg	Tau fibril FP	KDM4E inh
CC(C)COc1ccc(C(=O)Nc2cc(-c3ccccc3)no2)cc1	·	·	-21%	-4%	-4%	·	-13%	·
COc1ccccc1N1CCN(CC(=O)N(CC(C)C)c2c(N)n(CC(C)C)c(=O)[nH]c2=O)CC1	-11%	?	-1%	-33%[inhibitor]	2%	-3%	-1%	4%
O=C(N/N=C/c1cc(Cl)ccc1O)C(=O)Nc1ccccc1OC(F)(F)C(F)F	-4%	·	-18%	-93%[inhibitor]	-1%	?	?	?
COc1ccc(-c2cc3ccccc3s2)cc1[C@H]1[C@H]2C=CC[C@@H](C)[C@@H]2C(=O)N1Cc1ccccc1	·	-23%[10 µM]	-11%	·	-17%	-7%[9.22 µM]	-5%	?
COc1ccccc1-c1cc(-c2ccccc2)nc(SC(C(N)=O)c2ccccc2)c1C#N (stereo unspecified)	?	-6%	1%	-15%	3%	11µM*	0%	3%
CCCOc1ccc(N2C(=O)CC(NCc3cccnc3)C2=O)cc1 (stereo unspecified)	-7%	14%[10 µM]	0%	·	-3%	7%[9.22 µM]	1%	4%
CC1CN(C2=CC(=O)CCC2)CC(C)O1 (stereo unspecified)	-11%	-21%[10 µM]	-4%	1%	?	18%	?	-28%
Cc1ccc(NCC(=O)Nc2ccc(Br)cc2)cc1F	?	-13%[10 µM]	?	·	?	2%	-1%	1%
Cc1ccc(OCC(=O)Nc2ccc(O)c(C(=O)O)c2)cc1C	?	16%[10 µM]	4%	-4%	-5%	-6%	7%	?
O=C(NC1CCCCCC1)c1cc(S(=O)(=O)N2CCCCC2)ccc1N1CCOCC1	?	·	-1%	5%	-3%	18%	2%	-11%
CCOc1ccc(NC(=O)CSc2c3c(nc4ccccc24)CCCC3)cc1	·	·	-18%	-17%	?	·	6%	·
Cc1ccc(-c2nnc(-c3ccccc3S(=O)(=O)Cc3ccc(Cl)cc3)o2)cc1	-4%	-20%	-8%	-23%	4%	-4%	-2%	?
OCCN(Cc1ccccc1)Cc1nc(CC2CC2)no1	-2%	-23%	0%	·	-9%	-1%	6%	2%
CCC(=O)NCCc1nc2ccccc2n1Cc1ccc(C)cc1	4%	?	1%	-3%	-5%	0%	6%	2%
O=C1NC(c2ccccc2)=CC(c2ccccc2)N1 (stereo unspecified)	4%	-19%	4%	2%	4%	19%	6%	-22%
Cc1cc2ccccc2nc1Br	5%	12%[10 µM]	4%	5%	-2%	-8%	-7%	9%
COc1ccc2c(c1)c(=O)c(S(=O)(=O)c1ccc(F)cc1)cn2Cc1ccccc1Cl	·	·	-4%	-4%	6%	·	0%	·
COC(=O)c1ccc(NC(=O)C2CCCN(S(=O)(=O)c3cnc[nH]3)C2)cc1 (stereo unspecified)	6%	-5%	-3%	-4%	-2%	-3%	-11%	-2%
O=C(Nc1ccc([N+](=O)[O-])cc1)c1ccccc1F	-14%	-32%	-13%	16µM*	?	2%	-5%	-3%
CC1CCC(NC(=O)c2ccc(CSc3nc4ccncc4n3Cc3ccc(F)cc3)cc2)CC1 (stereo unspecified)	·	·	-22%	8%	-9%	·	-6%	·

3 entries drawn at random from those above, as already listed:
SMILES	ALDH1A1 block	HTT cytoprotect	Tau fluor counter	SMN2 splice enh	Tau ThT inhib	HttQ103 aggreg	Tau fibril FP	KDM4E inh
CCCOc1ccc(N2C(=O)CC(NCc3cccnc3)C2=O)cc1 (stereo unspecified)	-7%	14%[10 µM]	0%	·	-3%	7%[9.22 µM]	1%	4%
CCOc1ccc(NC(=O)CSc2c3c(nc4ccccc24)CCCC3)cc1	·	·	-18%	-17%	?	·	6%	·
O=C(Nc1ccc([N+](=O)[O-])cc1)c1ccccc1F	-14%	-32%	-13%	16µM*	?	2%	-5%	-3%

Continuation.
SMILES	ALDH1A1 block	HTT cytoprotect	Tau fluor counter	SMN2 splice enh	Tau ThT inhib	HttQ103 aggreg	Tau fibril FP	KDM4E inh
COc1cc(OC)c2c(-c3ccccc3)cc(=O)oc2c1C(CCN1CCCCC1)c1ccc2c(c1)OCO2 (stereo unspecified)	·	4%[10 µM]	5%	·	-6%	-5%[9.22 µM]	7%	4%
O=C(Cc1ccccc1[N+](=O)[O-])N1CCN(c2ccc(F)cc2)CC1	-3%	24%[10 µM]	-7%	-4%	-9%	1%	-1%	14%
C/C(=N\OC(=O)Nc1ccc(Cl)cc1)c1ncc(C(F)(F)F)cc1N1CCOCC1	-3%	-10%	-27%	19%	-3%	-12%	-13%	?
COc1ccc(OC)c(C2C(C#N)=C(N)Oc3cc(C)n(Cc4ccccn4)c(=O)c32)c1 (stereo unspecified)	-1%	-27%	0%	5%	-9%	-3%	-1%	4%
CCOC(=O)N1CCN(Cc2c(F)cccc2Cl)CC1	?	-5%	-16%	1%	-13%	-7%	-5%	0%
Cc1ccc(-c2nnc(Nc3ccc(Br)cc3)c3ccccc23)cc1S(=O)(=O)N1CCCCC1	·	·	?	4%	-12%	·	?	·
CS(=O)(=O)c1[nH]nc(-c2ccccc2Cl)c1C#N	·	-14%[10 µM]	8%	·	17%	6%[9.22 µM]	-2%	0%
COc1cc(C(=O)O/N=C(\N)c2ccc([N+](=O)[O-])cc2)cc(OC)c1OC	10%	2%[10 µM]	-15%	6%	?	5%	-10%	7%
CCC(C)CCCCC(=O)NC(CCN)C(=O)NC(C(=O)NC(CCN)C(=O)NC1CCNC(=O)C(C(C)O)NC(=O)C(CCN)NC(=O)C(CCN)NC(=O)C(CC(C)C)NC(=O)C(Cc2ccccc2)NC(=O)C(CCN)NC1=O)C(C)O (stereo unspecified)	10%	-116%[inhibitor]	-22%	-1%	-13%	-18%	0%	-10%
FC(F)(F)c1cc(Cl)c2nnc(-c3cccnc3)n2c1	6%	-2%[10 µM]	6%	·	6%	-11%[9.22 µM]	-4%	-16%
CC(C)NS(=O)(=O)c1ccc(CCC(=O)NCc2cccnc2)cc1	9%	7%	-9%	-13%	-3%	13%	-4%	4%
O=C1C(N2CCOCC2)=C(n2nnc3ccccc32)C(=O)c2ccccc21	1.3µM*	-57%[inhibitor][10 µM]	?	-64%[inhibitor]	13µM*	?	?	?
Cc1cc(C)n(-c2ccc(C(=O)N3CCc4ccccc43)cc2)n1	7%	-20%	3%	-8%	3%	-7%	4%	0%
CCOC(=O)c1nnn(-c2nonc2N)c1-c1ccccc1	-6%	8%	-5%	-3%	3%	-12%	-4%	10%
C=CCOC(=O)C1=C(C)N=C2SCCC(=O)N2C1/C=C/c1ccccc1 (stereo unspecified)	?	-55%	2%	-5%	6%	-1%	3%	4%
O=C(NCc1cccnc1)C(=O)NCC(c1ccco1)N1CCN(c2ccc(F)cc2)CC1 (stereo unspecified)	-2%	9%[10 µM]	5%	13%[1.84 µM]	8%	9%	7%	-2%
CCOc1ccc(NC(=O)Cc2cccc3ccccc23)c([N+](=O)[O-])c1	2%	8%[1.9 µM]	-20%	-12%	-11%	6%	3%	-2%
O=C(Nc1cc(C(F)(F)F)ccc1N1CCOCC1)c1ccc2ccccc2n1	6%	-8%	-13%	-7%	-3%	24%	-7%	-25%
CC(NC(=O)C12CC3CC(CC(C3)C1)C2)C(=O)N/N=C/C1=C(N2CCOCC2)C(=C\c2ccccc2)/CC1 (stereo unspecified)	?	-21%[10 µM]	-13%	-2%	-17%	-12%	7%	-21%
Cc1oc(-c2ccccc2Cl)nc1CS(=O)(=O)CC(=O)NC(C)CCc1ccccc1 (stereo unspecified)	·	·	-25%	-44%[inhibitor]	?	·	6%	·

Looked up above:
O=C1C(N2CCOCC2)=C(n2nnc3ccccc32)C(=O)c2ccccc21 in SMN2 splice enh → -64%[inhibitor]
C=CCOC(=O)C1=C(C)N=C2SCCC(=O)N2C1/C=C/c1ccccc1 (stereo unspecified) in Tau fluor counter → 2%
COc1ccccc1N1CCN(CC(=O)N(CC(C)C)c2c(N)n(CC(C)C)c(=O)[nH]c2=O)CC1 in Tau ThT inhib → 2%
Cc1ccc(OCC(=O)Nc2ccc(O)c(C(=O)O)c2)cc1C in SMN2 splice enh → -4%
COc1ccc(-c2cc3ccccc3s2)cc1[C@H]1[C@H]2C=CC[C@@H](C)[C@@H]2C(=O)N1Cc1ccccc1 in Tau ThT inhib → -17%

(cont.)
SMILES	ALDH1A1 block	HTT cytoprotect	Tau fluor counter	SMN2 splice enh	Tau ThT inhib	HttQ103 aggreg	Tau fibril FP	KDM4E inh
COc1ccc(-n2c(Cn3c(=O)sc4ccccc43)nnc2SC)cc1	1%	15%[10 µM]	8%	11%	1%	-17%	6%	4%
CC(C)(C)c1ccc(/C=C/C(=O)Nc2ccncc2)cc1	0%	21%[10 µM]	?	-13%	5%	-12%	?	?
O=C(Cn1c(=O)n(-c2ccc(Cl)cc2)c(=O)c2c3c(sc21)CCC3)c1ccc(F)cc1	·	·	-6%	11%	2%	·	1%	·
N#CC1=C(N)SC(N)=C(C#N)C1c1ccc(C(F)(F)F)cc1	25µM*	11%[10 µM]	-25%	-1%	-14%	-1%	-4%	13µM*
O=C(NC(=S)Nc1ccc(Cc2ccncc2)cc1)c1ccccc1F	-9%	-11%[10 µM]	9%	-40%[inhibitor]	9%	1%[9.22 µM]	2%	0%
COC(=O)c1c(C(C)=O)cnc2ccc(Br)cc12	3%	6%	-8%	·	-5%	?	-14%	0%
O=c1ccc(/C=C/c2ccccc2)nn1Cc1ccc(Cl)cc1Cl	?	5%	-19%	-5%	-11%	-23%	-8%	?
COc1ccc(S(=O)(=O)Cc2ccc(C(=O)N3CCC(C(N)=O)CC3)o2)cc1	5%	-11%	0%	0%	-1%	-21%	-3%	6%
CC(=O)Nc1cccc2c1C(=O)NC2=O	?	-22%	-1%	19%	3%	12%	4%	?
O=C(NCC1CCCO1)c1onc(CSc2cccc(Cl)c2)c1C(=O)O (stereo unspecified)	-3%	0%	-2%	5%	-7%	-15%	-2%	3%
CCOc1ccccc1-n1c(SCC(=O)Nc2ccc(CC)cc2)nc2n[nH]c(C)c2c1=N	?	-83%[inhibitor]	-7%	-28%	0%	-11%	-15%	?

Some of the compounds tested. The share of hits here may be higher or lower than overall.
